Bioassay records from PubChem.
Sm TGR inh – inhibitors of Schistosoma mansoni thioredoxin glutathione reductase. AID 485364. purified TGR, DTNB reduction, TNB absorbance 405 nm. hit rate 3% among 360,000. Potency, µM (series often up to 114 µM), inactives show at the highest dose activity change, negative = inhibition, usual class: inhibitors; further: potency means the concentration at half of the fitted maximal effect; nearly all actives have a fitted effect of over 60% in size
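Kinetic colorimetric format: TGR-catalysed, NADPH-driven DTNB reduction monitored via TNB absorbance. Enzyme dispensed at 20 nM; compound exposure 15 min at room temperature before reaction start.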
Giardia FBPA inh – Giardia lamblia aldolase inhibition. A8B2U2. purified Giardia FBPA. Potency, µM (highest dose often 59.6 µM), for inactives: at the highest dose activity, negative = inhibition, actives largely listed as inhibitors. hit rate 0.71% among 290,000. AID 2451; further: potency means the concentration at half of the fitted maximal effect; nearly all actives have a fitted effect of over 55% in size
Target sequence (A8B2U2 whole entry, looked up): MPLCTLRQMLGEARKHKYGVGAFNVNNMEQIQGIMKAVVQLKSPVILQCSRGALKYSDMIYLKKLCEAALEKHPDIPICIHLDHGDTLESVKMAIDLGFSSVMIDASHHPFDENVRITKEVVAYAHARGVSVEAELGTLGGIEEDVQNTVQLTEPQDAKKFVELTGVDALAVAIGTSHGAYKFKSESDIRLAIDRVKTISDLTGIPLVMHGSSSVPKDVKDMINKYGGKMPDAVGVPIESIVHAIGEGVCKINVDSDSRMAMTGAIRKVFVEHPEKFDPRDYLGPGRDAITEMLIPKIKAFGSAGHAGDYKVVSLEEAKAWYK
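40 nM FBPA preincubated 10 min at RT with compound (up to 57.5 uM final), then substrate plus GAPDH/TPI/NAD/arsenate coupling and diaphorase/resazurin added. Fluorescence read after 20 min at RT, 525/598 nm.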
HCMV inh – inhibitors of human cytomegalovirus; HFF cells, HCMV-luciferase reporter, 72 h; stronger effect = lower value; activity change, negative = inhibition, % at 57.5 µM; hit rate 4.5% among 410,000; AID 1259415; in the data active means activity change below about -60%; inconclusive means no clear call, values can overlap the other calls; inactive means above about -39%
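Luciferase read-out from HCMV-luciferase-infected HFFs (MOI 1 PFU/cell) 72 h post infection at 37C; compounds added after 16 h cell attachment; activity normalized between buffer-only basal and Salinomycin (10uM) inhibitor controls.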
AmpC no deterg – inhibitors of E. coli AmpC beta-lactamase without detergent; P00811; AmpC nitrocefin hydrolysis, absorbance 480 nm, 0.0001% Triton; Potency, µM (titrated, usually from 57.1 µM), inactives show at the top dose activity change, negative = inhibition, hits mostly inhibitors; hit rate 0.52% among 330,000; AID 485341;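 further: potency means the concentration at half of the fitted maximal effect; plate controls were no compound for no effect and no enzyme for full effect; nearly all actives have a fitted effect of over 20% in size; some results filed as inactive show a strong effect at the top dose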
Target sequence (P00811 whole entry, looked up): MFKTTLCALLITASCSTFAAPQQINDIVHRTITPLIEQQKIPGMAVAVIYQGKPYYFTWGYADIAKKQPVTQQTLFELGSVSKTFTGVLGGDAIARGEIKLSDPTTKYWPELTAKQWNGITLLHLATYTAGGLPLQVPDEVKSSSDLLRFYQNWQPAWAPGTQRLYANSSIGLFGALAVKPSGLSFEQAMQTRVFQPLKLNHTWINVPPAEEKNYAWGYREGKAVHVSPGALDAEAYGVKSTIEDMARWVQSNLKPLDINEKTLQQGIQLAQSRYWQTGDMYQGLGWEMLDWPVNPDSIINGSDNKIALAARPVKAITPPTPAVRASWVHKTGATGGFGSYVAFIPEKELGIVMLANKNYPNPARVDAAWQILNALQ
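20 mM phosphate pH 7.0 + 0.01% (detergent screen) or 0.0001% Triton X-100; 5.3 nM AmpC reagent; cpd preinc 15 min RT; nitrocefin (800 uM stock) to start; A480 q20 s × 4 min; Activity was normalised to no-enzyme and no-compound control wells.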
AmpC detergent – inhibitors of E. coli AmpC beta-lactamase with detergent; P00811; AmpC hydrolysis of nitrocefin, absorbance 480 nm, 0.01% Triton; hit rate 0.041% among 370,000; Potency, µM (titrated, usually from 114 µM), for the others: at the highest dose activity change, negative = inhibition, usual class: inhibitors;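 further: potency means the concentration at half of the fitted maximal effect; 0% = no-compound wells and -100% = no-enzyme wells; nearly all actives have a fitted effect of over 25% in size; some results filed as inactive show a strong effect at the top dose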
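20 mM phosphate pH 7.0 + 0.01% (detergent screen) or 0.0001% Triton X-100; 5.3 nM AmpC reagent; cpd preinc 15 min RT; nitrocefin (800 uM stock) to start; A480 q20 s × 4 min; Activity was normalised to no-enzyme and no-compound control wells.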
HCV inhibitor – HCV inhibition; Huh7.5.1 HCVcc-Cre infection, luciferase reporter, 44 h; Potency, µM (highest dose often 41.8 µM), inactives show at the top dose activity change, negative = inhibition, usual class: inhibitors; hit rate 3.4% among 340,000; AID 651820; further: potency means the concentration at half of the fitted maximal effect
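Cells seeded at 1,000/well and cultured 4 h, then compounds added followed by HCVcc-Cre virus (~0.5 moi). After 44 h further culture, luciferase substrate was added, plates held 15 min at room temperature, and luminescence read for 15 sec.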
* = called active by the depositor; ? = inconclusive; · = no result given; & = joins results of further samples; [ ] = remark or other dose. Unless noted, the call rests on the fitted dose curve; in most records, active means well fitted curve in the direction sought with a large enough effect; inconclusive means small, poorly fitted or top-dose-only effect, or another doubt; inactive means no such curve, though single readings can be large; an effect the other way counts as inactive or inconclusive. Unless noted, on the % scale 0 is the no-effect control and ±100 the full control effect. The order is random; any-hit rate near 9.9%.

SMILES	Sm TGR inh	Giardia FBPA inh	HCMV inh	AmpC no deterg	AmpC detergent	HCV inhibitor
COc1ccc(CN2C(=O)N(c3cccc(C)c3)C(=O)C2CC(=O)Nc2ccc(F)cc2)cc1OC (stereo unspecified)	-2%	·	-1	·	-3%	·
O=C(CSc1nc2c(cnn2-c2ccc(F)cc2)c(=O)[nH]1)Nc1ccccc1C(F)(F)F	-15%	·	0	·	-9%	·
COc1ccc(CCNC(=O)C(C)OC(=O)c2nsc(Cl)c2Cl)cc1OC (stereo unspecified)	0%	5%	-9	5%	?	11%
COc1ccc(N=NC2C(=O)N(c3ccccc3)N=C2C)cc1 (stereo unspecified)	4%	28µM*	6	-4%	-4%	?
O=C(N1CCOCC1)C12CC3CC(C1)CC(n1cnc(Cl)n1)(C3)C2	4%	0%	34	-18%	1%	6%
COc1ccc(S(=O)(=O)n2ccnc2C)c(C)c1C	6%	?	-28	-13%	-10%	17%
CCCC(=O)c1c[nH]c(C(=O)NCCc2ccccn2)c1	0%	6%	99	-6%	?	11%
O=C1NC(CCc2ccccc2)C(=O)N1Cc1ccccc1Cl (stereo unspecified)	2%	5%	20	-14%	2%	32%[activator]
Cc1nn(C)c(Oc2cccc(Cl)c2)c1C=O	1%	1%	8	-1%	2%	1%
CC(=O)N1CCCc2cc(S(=O)(=O)NCc3ccccc3Cl)ccc21	16%	·	-12	·	1%	·
O=C(NCCc1cccs1)C1CC(c2ccc([N+](=O)[O-])cc2)=NO1 (stereo unspecified)	-6%	5%	39	-13%	-3%	-20%
COc1ccc2nc(NC(=O)c3ccc4ncsc4c3)sc2c1	1%	0%	·	23%	-4%	?
CCN(CC)c1ccc(N=Cc2c(O)n(CCc3ccc(OC)c(OC)c3)c(=O)[nH]c2=O)cc1	-2%	-13%	31	-27%	0%	16%
Cc1ccccc1S(=O)(=O)Nc1ncnc2sccc12	-8%	·	-9	-14%	?	1%
CCN(CC)CCNC(=O)CNC(=O)c1nn(-c2ccc(OC)c(OC)c2)c(=O)c2ccccc12	0%	2%	-3	-11%	-2%	22%
Cc1ccc2nc(NC(=O)C3CC(=O)N(Cc4ccco4)C3)sc2c1 (stereo unspecified)	0%	3%	-7	35%	2%	4%
Cc1ccc(S(=O)(=O)CCSc2nc(C)cc(C(F)(F)F)c2C#N)cc1	-16%	2%	-71*	-22%	0%	?
CCc1c(C)nc(N2CCN(c3ccc(Cl)cc3)CC2)[nH]c1=O	-2%	12%	-34	-38%	?	-11%
Cc1nc(SC(C)C(=O)NCC2CCCO2)c2cc(-c3ccccc3)sc2n1 (stereo unspecified)	3%	·	-89*	209%[activator]	0%	4%
COc1ccc(C(=O)NCc2nnc(SCC(=O)Nc3cc(C)cc(C)c3)o2)cc1OC	-8%	0%	-21	1%	-14%	-11%&11%
COc1ccc(-c2[nH]ncc2CN(C)Cc2ccccn2)c(OC)c1	-13%	?	21	-3%	-9%	27%
CN(C)S(=O)(=O)c1ccc(N2CCCC2)c(C(=O)N2CCC(C(N)=O)CC2)c1	-2%	·	-4	0%	0%	?
CC(C)CCN1CCN(Cc2cccc3nonc23)CC1CCO (stereo unspecified)	5%	3%	-4	-9%	-2%	7%
CC(C)(C)[C@H]1COC(=O)CCC/C=C/C[C@H](CC(=O)NCCO)C(=O)N1	·	·	-5	-12%	·	15%

Just Sm TGR inh, HCV inhibitor and AmpC detergent (7 entries from above):
structure,Sm TGR inh,HCV inhibitor,AmpC detergent
CCc1c(C)nc(N2CCN(c3ccc(Cl)cc3)CC2)[nH]c1=O,-2%,-11%,?
Cc1nc(SC(C)C(=O)NCC2CCCO2)c2cc(-c3ccccc3)sc2n1 (stereo unspecified),3%,4%,0%
COc1ccc(C(=O)NCc2nnc(SCC(=O)Nc3cc(C)cc(C)c3)o2)cc1OC,-8%,-11%&11%,-14%
COc1ccc(-c2[nH]ncc2CN(C)Cc2ccccn2)c(OC)c1,-13%,27%,-9%
CN(C)S(=O)(=O)c1ccc(N2CCCC2)c(C(=O)N2CCC(C(N)=O)CC2)c1,-2%,?,0%
CC(C)CCN1CCN(Cc2cccc3nonc23)CC1CCO (stereo unspecified),5%,7%,-2%
CC(C)(C)[C@H]1COC(=O)CCC/C=C/C[C@H](CC(=O)NCCO)C(=O)N1,·,15%,·

5 records picked at random from the list so far:
SMILES	Sm TGR inh	Giardia FBPA inh	HCMV inh	AmpC no deterg	AmpC detergent	HCV inhibitor
Cc1nc(SC(C)C(=O)NCC2CCCO2)c2cc(-c3ccccc3)sc2n1 (stereo unspecified)	3%	·	-89*	209%[activator]	0%	4%
Cc1ccc(S(=O)(=O)CCSc2nc(C)cc(C(F)(F)F)c2C#N)cc1	-16%	2%	-71*	-22%	0%	?
Cc1ccccc1S(=O)(=O)Nc1ncnc2sccc12	-8%	·	-9	-14%	?	1%
CCc1c(C)nc(N2CCN(c3ccc(Cl)cc3)CC2)[nH]c1=O	-2%	12%	-34	-38%	?	-11%
COc1ccc(-c2[nH]ncc2CN(C)Cc2ccccn2)c(OC)c1	-13%	?	21	-3%	-9%	27%

One compound at a time (already shown):
CCc1c(C)nc(N2CCN(c3ccc(Cl)cc3)CC2)[nH]c1=O is listed as Sm TGR inh = -2%; Giardia FBPA inh = 12%; HCMV inh = -34; AmpC no deterg = -38%; AmpC detergent = ?; HCV inhibitor = -11%
Cc1ccc(S(=O)(=O)CCSc2nc(C)cc(C(F)(F)F)c2C#N)cc1 is listed as Sm TGR inh = -16%; Giardia FBPA inh = 2%; HCMV inh = -71*; AmpC no deterg = -22%; AmpC detergent = 0%; HCV inhibitor = ?

(further entries)
SMILES	Sm TGR inh	Giardia FBPA inh	HCMV inh	AmpC no deterg	AmpC detergent	HCV inhibitor
Cc1cc(Cl)ccc1OCC(=O)NNC(=O)CCOc1ccccc1	3%	·	-12	-4%	5%	10%
N=c1n(Cc2ccccc2)c2ccccc2n1CC(O)COc1ccccc1 (stereo unspecified)	13%	0%	?	2%	-6%	14µM*
COc1ccc(C2CC(=O)Oc3c2c(=O)n(C)c2ccccc32)c(OC)c1OC (stereo unspecified)	-1%&-1%	0%	18&0	-2%	-2%&-4%	-11%
CC1=C(C(=O)Nc2ccccc2)C(c2cccnc2)n2ncnc2N1 (stereo unspecified)	21%	3%	-2	-28%	9%	28%
NC(=O)CCC(NC(=O)c1ccc(Cl)cc1)C(=O)O (stereo unspecified)	2%	9%	-17	-11%	0%	13%
C=CCN1C[C@@H](C)N(C(c2ccc(C(=O)N(CC)CC)cc2)c2cccc(OC)c2)C[C@@H]1C (stereo partly specified)	-8%	·	-21	-12%	-13%	21%
CCn1c(SCC(=O)NC2CCCC2)nnc1-c1cccnc1	-6%	·	-29	-7%	-5%	7%
Fc1c(F)c(F)c(N=Cc2ccc3ncccc3c2)c(F)c1F	4%	3%	2	-29%	-2%	5%
O=C(C[n+]1ccc(/C=N/O)cc1)N1CCCCC1	8%	-2%	-19	-22%	1%	24%
O=c1c2ccccc2ncn1-c1ccc(Br)cc1[N+](=O)[O-]	2%	5%	8	1%	?	-17%
CCOc1ccc(CCNC(=O)CN2C(=O)c3cccnc3Oc3ccc(C)cc32)cc1OCC	-14%&-10%	-3%	26&0	60%	-7%&10%	-24%
CCCC(=O)N1CCc2cc(OC)c(OC)cc2C1COc1ccc(C(=O)OC)cc1 (stereo unspecified)	2%	·	0	·	-6%	·
Cc1ccc(S(=O)(=O)NC(=O)c2cc(C)n(-c3cc(S(=O)(=O)N4CCOCC4)ccc3N3CCCC3)c2C)cc1	-14%	7%	8	-16%	-4%	-9%
COc1cc(CN2CCCC(C(=O)c3sccc3C)C2)cc(OC)c1O (stereo unspecified)	16µM*	?	2	-19%	0%	-19%
CCN1C(=O)C(CC(=O)Nc2ccccc2Cl)N(NC(=O)c2cccc(F)c2)C1=S (stereo unspecified)	-2%	·	-13	-13%	2%	1%
COc1ccccc1N1CCN(c2cnccn2)CC1	-3%	1%	?	1%	-9%	13%
O=C(Cn1c(CC(=O)N2CCCC2)nc2ccccc21)NCc1ccccc1	1%	6%	-17	-21%	?	18%
CC(C)n1cc(-c2ccc(Cl)cc2)cc(C#N)c1=O	8%	2%	-27	-18%	-9%	-9%
CCCN(Cc1ccccc1)C(=S)Nc1ccc(OC(F)F)cc1	-13%	0%	15	-22%	-9%	18%
CN(C)c1ccc(/C=C(\C#N)c2nc(-c3ccc(Cl)c(Cl)c3)cs2)cc1	2%	·	6	·	14%	·
CC(C)CNC(=O)c1cc(=O)[nH]c2ccc(S(=O)(=O)Nc3ccc(F)cc3)cc12	6%	0%	10	4%	-4%	?
CC1=NN(Cc2ccccc2)C(=O)C1C(c1ccc(Cl)cc1)C(C#N)C#N (stereo unspecified)	14µM*	-27%	-23	-32%	?	3%
CC1(C)C(C=C(Cl)Cl)C1C(=O)Nc1ccc([N+](=O)[O-])cc1 (stereo unspecified)	-3%	-7%	-96*	-35%	?	?
Nc1nonc1-n1nnc(C(=O)N/N=C/c2ccc(O)cc2)c1COc1ccc(F)cc1	-2%	-2%	-27	-44%	-11%	-9%
O=C(Nc1cccc(Cl)c1)Nc1cnccn1	-4%	0%	-9	-9%	4%	-7%
CN1C(=O)c2ccc(C(=O)NCc3ccco3)cc2C1=O	2%	·	18	-5%	5%	3%
COc1cc(OC)cc(C(=O)NCc2ccc3c(c2)OCO3)c1	9%	3%	28	-14%	?	-17%
Cn1c(=O)[nH]c(=O)c2c1nc(N1CCCCCC1)n2CC(=O)c1ccccc1	0%	4%	·	-8%	-15%	·
